Screening data as filed in PubChem BioAssay.
EPAC1 antag – EPAC1 (human) antagonism | Potency, µM (series often up to 115 µM), without a hit: at the top dose activity change, negative = inhibition, most hits filed as inhibitors | O95398 | EPAC1 GEF assay, Rap1b-BODIPY-GDP exchange fluorescence | actives 0.14% (n = 360,000) | AID 720709;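 further: potency means the concentration at half of the fitted maximal effect; plate controls were vehicle for no effect and positive control for full effect; nearly all actives have a fitted effect of over 50% in size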
PI5P4Ka inh – blocks human PI5P4K alpha kinase activity; AID 652105; P48426; actives 1.2% (n = 330,000); PI5P4Kalpha enzyme, ADP-Glo luminescence, 60 min; active compounds read low; max response, %; active means max response of -50% or lower; inconclusive means between -30% and -50%; inactive means -30% or higher; further: value at the top dose of about 77 µM; on the % scale 0 is the no-effect control and ±100 the full control effect
Target sequence (P48426 whole entry, looked up): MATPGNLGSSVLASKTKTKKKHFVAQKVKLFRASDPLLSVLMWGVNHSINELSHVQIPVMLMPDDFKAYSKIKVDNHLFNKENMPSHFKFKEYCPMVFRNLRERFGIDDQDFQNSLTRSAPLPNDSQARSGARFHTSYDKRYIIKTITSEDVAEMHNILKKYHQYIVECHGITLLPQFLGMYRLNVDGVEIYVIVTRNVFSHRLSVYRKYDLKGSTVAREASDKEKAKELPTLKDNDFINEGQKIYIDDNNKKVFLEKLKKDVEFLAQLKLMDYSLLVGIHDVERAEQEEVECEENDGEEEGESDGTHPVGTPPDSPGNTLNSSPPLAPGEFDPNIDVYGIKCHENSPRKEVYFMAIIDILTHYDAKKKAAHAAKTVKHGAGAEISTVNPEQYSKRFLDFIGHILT
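ADP-Glo luminescence end-point after a 60 min room-temperature kinase reaction. PI5P4Kalpha and substrate in HEPES pH 7.4 buffer with EGTA, 0.1% CHAPS and 5% DMSO; ATP at 5 microM final.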
PLK1 PBD block – PLK1 (human) polo-box domain binding inhibition | Plk1 PBD binding of FITC phosphopeptide, fluorescence polarization | Potency, µM, without a hit: max response, negative = inhibition, actives largely listed as inhibitors | actives 2.8% (n = 360,000) | AID 720504; further: potency means the concentration at half of the fitted maximal effect; series mostly up to about 57 µM; on the % scale 0 is the no-effect control and ±100 the full control effect; nearly all actives have a fitted effect of over 65% in size
Target sequence (P53350 whole entry, looked up, the tested form may be a part): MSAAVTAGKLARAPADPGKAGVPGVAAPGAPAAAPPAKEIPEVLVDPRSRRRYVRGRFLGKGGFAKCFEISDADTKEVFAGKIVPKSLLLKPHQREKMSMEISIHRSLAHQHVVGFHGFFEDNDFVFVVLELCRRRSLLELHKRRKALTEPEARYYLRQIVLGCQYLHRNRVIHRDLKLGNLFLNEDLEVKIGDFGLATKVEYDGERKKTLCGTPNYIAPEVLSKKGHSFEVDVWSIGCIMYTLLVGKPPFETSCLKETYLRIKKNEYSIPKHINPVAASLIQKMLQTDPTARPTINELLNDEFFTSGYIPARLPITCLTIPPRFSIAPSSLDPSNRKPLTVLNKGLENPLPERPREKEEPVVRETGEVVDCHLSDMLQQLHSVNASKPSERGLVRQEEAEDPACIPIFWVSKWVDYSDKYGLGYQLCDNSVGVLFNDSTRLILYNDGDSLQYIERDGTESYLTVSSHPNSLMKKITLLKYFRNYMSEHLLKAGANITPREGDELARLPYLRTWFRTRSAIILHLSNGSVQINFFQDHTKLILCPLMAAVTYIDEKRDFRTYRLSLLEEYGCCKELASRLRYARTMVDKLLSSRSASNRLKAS
EPAC1 ag – EPAC1 (human) agonism; EPAC1 agonist qHTS, biochemical assay; response scale: 100% = response to 6.5 mM cAMP; Potency, µM (titrated, usually from 154 µM), inactives show top-dose activation, usual class: activators; actives 0.073% (n = 360,000); AID 720707; further: potency means the concentration at half of the fitted maximal effect; nearly all actives have a fitted effect of over 60% in size
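Nucleotide exchange by EPAC1 (100 nM) on Rap1B–BODIPY-GDP (250 nM) in the presence of 50 uM GDP is tracked fluorescently at 480/540 nm over 30 min. Signals are normalized to a 6.5 mM cAMP control.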
CCT modulator – changes cytosolic chaperonin activity; purified chaperonin ATPase assay, HTRF ADP detection, 30 min; activity change, % (concentration not given with the values), hits read low; actives 0.3% (n = 360,000); AID 651819; in the data active means activity change below about -30%; further: on the % scale 0 is the no-effect control and ±100 the full control effect
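TRiC (40 or 20 nM final, by batch activity) in 30 mM Tris pH 7.4, 100 mM KCl, 5 mM MgCl2, 1 mM DTT was treated with compound at 76 uM single dose, then 10 uM ATP, 30 min at 37 °C. ADP was read by HTRF Transcreener.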
EPAC2 ag – agonists of human EPAC2 (RAPGEF4); Q8WZA2; EPAC2 activation, biochemical qHTS; response scale: 100% = 6.5 mM cAMP response; Potency, µM (titrated, usually from 154 µM), for the others: top-dose activation, hits mostly activators; actives 0.079% (n = 360,000); AID 720711; further: potency means the concentration at half of the fitted maximal effect; nearly all actives have a fitted effect of over 50% in size
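Each well held 100 nM EPAC2, 250 nM RAP1B-BODIPY-GDP and 50 uM GDP. Fluorescence, read at 5-min intervals to 30 min, was referenced to a 6.5 mM cAMP positive control.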
IL-2 act – activators of IL-2; IL-2 activation reporter assay, cell-based qHTS; stimulated with anti-CD3/CD4/CD28 beads; in transgenic mouse T cells; activation, % (series mostly up to about 46 µM); actives 0.065% (n = 360,000); in the data active means activation above about 50%; inconclusive means mostly about 30% to 49%; further: 0% is about no effect
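Unstimulated transgenic mouse T cells; 60-min compound exposure; bead-based TCR/CD4/CD28 stimulation; 18 h culture, 37 degrees C; dual fluorescence (EGFP, DsRed) plate cytometry.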
WRN inhibitor – WRN helicase (human) inhibition; Q14191; WRN helicase unwinding, fluorescent forked duplex, kinetic; Potency, µM (doses to about 114 µM), inactives show at the top dose activity change, negative = inhibition, usual class: inhibitors; actives 0.46% (n = 360,000); further: potency means the concentration at half of the fitted maximal effect; on the % scale 0 is the no-effect control and ±100 the full control effect; nearly all actives have a fitted effect of over 55% in size
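WRN at 20 nM final was preincubated with compound for 15 min at room temperature; reaction started with 100 nM forked duplex oligonucleotide carrying fluorophore and quencher plus 2 mM ATP (final). Unwinding followed kinetically by red fluorescence (ex 525/em 598 nm).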
The depositor's hits bear a star; ? = inconclusive; nt = no result given; [ ] = another dose, or the depositor's remark. Unless noted, the call rests on the fitted dose curve; in most records, active means well fitted curve in the direction sought with a large enough effect; inconclusive means small, poorly fitted or top-dose-only effect, or another doubt; inactive means no such curve, though single readings can be large; an effect the other way counts as inactive or inconclusive.

SMILES	EPAC1 antag	PI5P4Ka inh	PLK1 PBD block	EPAC1 ag	CCT modulator	EPAC2 ag	IL-2 act	WRN inhibitor
COc1cc(OC)c(N(C)S(=O)(=O)c2cccc(C(=O)NC(C)C3CC4CCC3C4)c2)cc1Cl (stereo not drawn)	-2%	0	6%	-4%	-1.7	-6%	-2.6	3%
c1ccc(CCN2CN=C(Nc3nc4ccccc4o3)NC2)cc1	-2%	nt	-8%	-5%	-2.1	-1%	-0.4	-3%
CC1(C)NC(=O)N(CC(O)CN(c2ccccc2)S(=O)(=O)c2ccccc2)C1=O (stereo not drawn)	5%	0	-2%	-2%	-0.6	8%	-0.1	-4%
COC(=O)c1ccc(OC)c(OC)c1Cl	1%	0	-1%	-1%	-1.4	5%	-0.2	0%
O=c1c2[nH]cnc2n(-c2ccccc2)c(=O)n1Cc1ccccc1	6%	-6	5%	-1%	-2.6	9%	-3.1	1%
CCCCOCCCNC(=O)C[C@@H]1C[C@@]2(C(=O)OCC)CCCC=C2N(CCc2ccc(OC)c(OC)c2)C1=O	-4%	2	-4%	-5%	nt	4%	-0.3	3%
O=C(COc1ccc(C(=O)c2ccccc2)cc1)NC1CCCCCC1	-9%	9	-2%	-8%	2.9	17%	-0.2	0%
COc1ccccc1/C=C/CN1CCC(Oc2ccc(C(=O)N3CCCC3)cc2)CC1	-1%	1	3%	-3%	-2.0	-3%	-0.5	3%
COc1cccc(-c2cc(C(=O)O)no2)c1	7%	nt	-18%	2%	0.1	8%	-1.9	-6%[57.1 µM]
Cc1ccc(N2CCN(S(=O)(=O)N(C)C)CC2)cc1C	13%	-6	5%	-4%	0.3	2%	-3.6	7%
COc1ccc2c3c(cccc13)N(C)N=C2C	-3%	-6	21µM*	-1%	-1.6	0%	0.7	?
CC1CCCN(C(=O)CNC(=O)c2sc3ccccc3c2Cl)C1 (stereo not drawn)	3%	6	-8%	9%	-7.6	16%	-2.7	-6%

Exported with bars between the fields: 2 of the compounds above
compound | EPAC1 antag | PI5P4Ka inh | PLK1 PBD block | EPAC1 ag | CCT modulator | EPAC2 ag | IL-2 act | WRN inhibitor
COc1ccc2c3c(cccc13)N(C)N=C2C | -3% | -6 | 21µM* | -1% | -1.6 | 0% | 0.7 | ?
CC1CCCN(C(=O)CNC(=O)c2sc3ccccc3c2Cl)C1 (stereo not drawn) | 3% | 6 | -8% | 9% | -7.6 | 16% | -2.7 | -6%

Other entries
SMILES	EPAC1 antag	PI5P4Ka inh	PLK1 PBD block	EPAC1 ag	CCT modulator	EPAC2 ag	IL-2 act	WRN inhibitor
CCCC(C(=O)NCCc1ccc(S(N)(=O)=O)cc1)c1ccccc1 (stereo not drawn)	8%	1	2%	4%	-1.0	4%	2.5	1%
COC(=O)[C@@]12C[C@@H](CC(=O)NCCc3ccccc3OC)C(=O)N(Cc3ccc4c(c3)OCO4)C1=CCC(C)(C)C2	-19%	4	6%	-1%	nt	-4%	-0.2	-8%
NCCCC[C@H]1CNC(=O)C(=O)N1CCc1cccc2ccccc12	7%	-4	0%	1%	-0.4	6%	-0.2	8%
O=C(NCCc1cccs1)c1ccc(Cl)cc1	-12%	-10	-11%	-1%	-2.8	18%	-2.9	-1%
O=C(Nc1ccn(Cc2ccccc2)n1)c1ccc2c(c1)OCO2	3%	1	-13%	14%	-5.2	10%	0.2	-5%
CC(C)c1ccc(C2NC(=O)c3ccccc3O2)cc1 (stereo not drawn)	-4%	-1	1%	10%	-2.1	3%	0.2	-2%[57.1 µM]
Cc1ccc(NC(=O)Cn2c(=O)oc3ccccc32)cc1	15%	-3	-14%	0%	-3.8	-8%	-3.4	7%
COc1ccc(C2c3c(n[nH]c3C)CC(C)(O)C2C(C)=O)cc1OC (stereo not drawn)	-3%	nt	6%	13%	0.2	6%	-0.4	-4%
O=C1CSC2(C(=O)N3CCCc4cccc2c43)N1c1cccc(C(F)(F)F)c1 (stereo not drawn)	1%	nt	-9%	3%	-4.4	14%	-0.5	-7%
Cc1ccsc1CN(C)CC(=O)NCC(=O)Nc1ccc(F)c(F)c1F	-2%	0	4%	2%	-0.6	2%	3.6	3%
NC(=O)c1cc2nc(-c3ccco3)cc(C(F)(F)F)n2n1	13%	nt	-3%	-3%	-3.1	4%	-0.9	-17%
COc1ccc(CCNC(=S)N2CCC(C(N)=O)CC2)cc1	2%	-7	34µM*	2%	-1.1	1%	-2.0	-3%
Cc1ccc(-c2cc(C(F)(F)F)n3nc(C(=O)N4CCN5CCCC5C4)cc3n2)cc1 (stereo not drawn)	13%	-1	-15%	0%	-2.1	0%	-0.2	8%
Cn1c(SCC(=O)Nc2ccc(N3CCOCC3)c(Cl)c2)nnc1C(O)c1ccccc1 (stereo not drawn)	8%	nt	-2%	-2%	1.9	-2%	-1.1	1%
O=[N+]([O-])c1cccc(COc2ncnc3cc([N+](=O)[O-])ccc23)c1	-6%	-14	-8%	6%	-14	7%	-0.2	-27%
CN1CC(=O)N(CC(=O)Nc2cccc(S(=O)(=O)N3CCOCC3)c2)C1=O	15%	-5	-10%	8%	0.4	11%	-0.4	-1%
COc1cc(NC(=S)Nc2ccc(N(C)C(C)=O)cc2)cc(OC)c1	-12%	1	-23%	6%	-0.5	11%	-0.8	0%
COc1ccc2ccccc2c1C=NN1CCCCC1	-2%	3	-5%	-4%	-2.1	17%	-2.9	1%
COCCNC(=O)CN1CCN(S(=O)(=O)c2ccc3c(c2)CCCC3)CC1	-3%	6	-2%	15%	-1.1	2%	0.1	-3%
CCOc1ccccc1OCCCOc1ccc(C)cc1Cl	8%	1	-8%	8%	-1.0	-9%	-0.3	-26%[57.1 µM]
CSC1=C(C#N)C(c2ccncc2)C(C(=O)Nc2ccccc2)=C(C)N1 (stereo not drawn)	3%	-9	-4%	-2%	-0.8	-1%	-2.0	-4%
O=C(CSc1nnc2c(n1)[nH]c1ccc(F)cc12)NCc1ccc(F)cc1	8%	-12	-13%	5%	-5.5	7%	1.5	-15%
Cc1ccccc1Cn1cnc2c(NS(C)(=O)=O)c(C)c(C)cc21	-1%	nt	1%	7%	-2.1	1%	-1.5	-3%
Cc1nn(C)c(Cl)c1CN1CCCC(CO)(Cc2ccccc2)C1 (stereo not drawn)	-29%	0	-8%	-1%	0.5	-1%	-0.3	-3%
CC1CC(=O)NN=C1c1ccc(NCCO)c([N+](=O)[O-])c1 (stereo not drawn)	1%	nt	0%	-5%	3.6	0%	-3.4	6%
CCn1ncc(CN2CCN(Cc3ccc(OC)c(C)c3C)C(CCO)C2)c1C (stereo not drawn)	4%	0	6%	8%	-1.4	0%	0.2	-6%
O=C(c1ccc2c3c(cccc13)CC2)C1CCCN(C(=O)c2cc[n+]([O-])cc2)C1 (stereo not drawn)	-16%	5	-15%	14%	-2.4	12%	0.8	5%
Cc1cc(C)c(S(=O)(=O)Nc2cccc(S(=O)(=O)NC3=NCCC3)c2)c(C)c1	-4%	-6	-15%	0%	-0.9	-12%	0.0	-9%
COc1cc(C(O)c2nc(-c3cccc(C(C)C)c3)cs2)ccc1F (stereo not drawn)	-12%	20	3%	-2%	2.0	17%	-0.6	-1%
O=C(O)c1ccc(NS(=O)(=O)c2ccc3c(c2)OCCO3)cc1	-6%	10	-8%	7%	0.3	4%	-2.6	-1%
COc1cc(S(=O)(=O)N2CCN(C)CC2)ccc1Cl	-3%	nt	-8%	11%	-0.9	6%	2.1	4%
Cc1cc(Cl)ccc1NC(=O)CN(C)C1=NS(=O)(=O)c2ccccc21	-9%	-2	-2%	12%	0.2	-2%	1.9	-5%
CC(C)n1c(=O)c2ccccc2n1S(C)(=O)=O	3%	6	2%	-5%	-0.6	1%	-0.5	2%
O=C(CN(c1ccccc1)S(=O)(=O)c1ccccc1[N+](=O)[O-])N1CCCC1	9%	0	0%	-2%	-4.1	2%	-0.3	8%
O=C1Nc2cc(Cl)ccc2Nc2cscc21	-15%	nt	nt	3%	nt	10%	0.3	nt
O=C(N=C1SC2CS(=O)(=O)CC2N1c1ccccc1F)C1CCCCC1 (stereo not drawn)	2%	7	-4%	4%	-2.2	-5%	-3.2	7%
COc1ccc(N2C(=O)CCC2(C#N)c2ccc(OC)cc2)cc1 (stereo not drawn)	1%	nt	-5%	-1%	0.4	-7%	-0.5	5%
CN1C(=O)[C@@H]2[C@@H]3C[C@@H]([C@H]4ON=C(c5ccc(Cl)cc5)[C@@H]34)[C@@H]2C1=O	-17%	5	-9%	-4%	-0.6	4%	-1.1	-3%

Arranged by SMILES length (lowest first): part of the list above
SMILES	EPAC1 antag	PI5P4Ka inh	PLK1 PBD block	EPAC1 ag	CCT modulator	EPAC2 ag	IL-2 act	WRN inhibitor
CC(C)n1c(=O)c2ccccc2n1S(C)(=O)=O	3%	6	2%	-5%	-0.6	1%	-0.5	2%
COc1cc(S(=O)(=O)N2CCN(C)CC2)ccc1Cl	-3%	nt	-8%	11%	-0.9	6%	2.1	4%
COc1ccc(N2C(=O)CCC2(C#N)c2ccc(OC)cc2)cc1 (stereo not drawn)	1%	nt	-5%	-1%	0.4	-7%	-0.5	5%
O=C(O)c1ccc(NS(=O)(=O)c2ccc3c(c2)OCCO3)cc1	-6%	10	-8%	7%	0.3	4%	-2.6	-1%
O=C(N=C1SC2CS(=O)(=O)CC2N1c1ccccc1F)C1CCCCC1 (stereo not drawn)	2%	7	-4%	4%	-2.2	-5%	-3.2	7%
CCn1ncc(CN2CCN(Cc3ccc(OC)c(C)c3C)C(CCO)C2)c1C (stereo not drawn)	4%	0	6%	8%	-1.4	0%	0.2	-6%
Cc1cc(Cl)ccc1NC(=O)CN(C)C1=NS(=O)(=O)c2ccccc21	-9%	-2	-2%	12%	0.2	-2%	1.9	-5%
O=C(CN(c1ccccc1)S(=O)(=O)c1ccccc1[N+](=O)[O-])N1CCCC1	9%	0	0%	-2%	-4.1	2%	-0.3	8%
Cc1cc(C)c(S(=O)(=O)Nc2cccc(S(=O)(=O)NC3=NCCC3)c2)c(C)c1	-4%	-6	-15%	0%	-0.9	-12%	0.0	-9%
O=C(c1ccc2c3c(cccc13)CC2)C1CCCN(C(=O)c2cc[n+]([O-])cc2)C1 (stereo not drawn)	-16%	5	-15%	14%	-2.4	12%	0.8	5%
CN1C(=O)[C@@H]2[C@@H]3C[C@@H]([C@H]4ON=C(c5ccc(Cl)cc5)[C@@H]34)[C@@H]2C1=O	-17%	5	-9%	-4%	-0.6	4%	-1.1	-3%

Not all compounds are listed (hit frequency here may not be typical).
